A-T KAP1 phos – qHTS Assay for Identifying a Potential Treatment of Ataxia-Telangiectasia. AID 485349, 2010. actives 0.19% (n = 320,000). Potency, µM (top dose mostly 57.5 µM), without a hit: top-dose activation, usual class: activators. […] A-T fibroblasts, KAP-1 phosphorylation AlphaLISA; neocarzinostatin DNA damage 30 min before lysis; note: potency is the fitted concentration of half-maximal effect; % of control where 0% means no effect; nearly all actives have a fitted effect of over 45% in size
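hTERT-immortalized A-T patient fibroblasts ([…]), 500 cells/well in OPTI-MEM, 1% FBS, got compounds for 60 min, then NCS for 30 min at 37C. Lysates were then assayed for phospho-KAP-1 by AlphaLISA (anti-pKAP1 donor, anti-KAP1 acceptor beads), 6 hr at 25C.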
hERG WT inh – qHTS for Inhibitors of KCHN2 3.1: Wildtype qHTS; U2OS, BacMam KCNH2, thallium flux FluxOr; stronger effect = lower value; activity change, % at 1.84 µM; actives 0.37% (n = 340,000);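 active = maximum activity change below -70%; inconclusive = maximum activity change between -70% and -50%; inactive = maximum activity change above -50%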; note: % is set by controls: 0 for no effect and ±100 for the full control effect
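U2OS cells transduced with wild-type KCNH2 virus are loaded with FluxOr dye for 45 min, and thallium flux is measured in kinetic reads before and after stimulation buffer. Rate constants are normalized to DMSO controls.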
Tb PFK block – qHTS Assay to Find Inhibitors of T. brucei phosphofructokinase. actives 0.17% (n = 330,000). Potency, µM (titrated, usually from 57.5 µM), without a hit: at the highest dose activity, negative = inhibition, usual class: inhibitors. T. brucei PFK, ADP-Glo luminescence. ATP-dependent 6-phosphofructokinase (Trypanosoma brucei brucei), O15648. AID 485367, 2010;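 note: potency is the fitted concentration of half-maximal effect; 0% = uninhibited 1x PFK enzyme wells and -100% = no-enzyme wells; nearly all actives have a fitted effect of over 60% in size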
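In TEA buffer at pH 8.0 with 5 mM MgCl2, enzyme (1.25 nM) converted F6P (0.5 mM) and ATP (0.1 mM) for 45 min at room temperature. ADP product was read by luciferase luminescence.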
TCR act – Activators of T cell receptors: qHTS campaign | primary human leukocytes, anti-CD3, IL-2 HTRF, 48 h | Potency, µM (highest dose often 9.22 µM), for the others: at the top dose activation of IL-2 secretion, hits mostly activators | AID 504894, 2011 | 330,000 tested, under 10 active; note: % of control where 0% means no effect
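Using a-CD3 beads without co-stimulation, primary human leukocytes were exposed to compounds for 48 hr. An HTRF IL-2 kit measured the cytokine, with europium-to-d2 energy transfer producing emission at 665nm upon 320nm excitation.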
TSHR antagonist – Antagonists of the Thyroid Stimulating Hormone Receptor: HTS campaign; Thyrotropin receptor (Homo sapiens), P16473; TSHR-expressing cells, TSH-stimulated cAMP HTRF, 2 h; stronger effect = lower value; activity change, negative = inhibition, % at 11.5 µM; actives 0.2% (n = 330,000);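 active = activity change below a set negative limit, meaning inhibition stronger than a set level, cut at about -70% in these data; inconclusive = activity change between two set negative limits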; note: % is set by controls: 0 for no effect and ±100 for the full control effect
Target sequence (P16473 whole entry, looked up): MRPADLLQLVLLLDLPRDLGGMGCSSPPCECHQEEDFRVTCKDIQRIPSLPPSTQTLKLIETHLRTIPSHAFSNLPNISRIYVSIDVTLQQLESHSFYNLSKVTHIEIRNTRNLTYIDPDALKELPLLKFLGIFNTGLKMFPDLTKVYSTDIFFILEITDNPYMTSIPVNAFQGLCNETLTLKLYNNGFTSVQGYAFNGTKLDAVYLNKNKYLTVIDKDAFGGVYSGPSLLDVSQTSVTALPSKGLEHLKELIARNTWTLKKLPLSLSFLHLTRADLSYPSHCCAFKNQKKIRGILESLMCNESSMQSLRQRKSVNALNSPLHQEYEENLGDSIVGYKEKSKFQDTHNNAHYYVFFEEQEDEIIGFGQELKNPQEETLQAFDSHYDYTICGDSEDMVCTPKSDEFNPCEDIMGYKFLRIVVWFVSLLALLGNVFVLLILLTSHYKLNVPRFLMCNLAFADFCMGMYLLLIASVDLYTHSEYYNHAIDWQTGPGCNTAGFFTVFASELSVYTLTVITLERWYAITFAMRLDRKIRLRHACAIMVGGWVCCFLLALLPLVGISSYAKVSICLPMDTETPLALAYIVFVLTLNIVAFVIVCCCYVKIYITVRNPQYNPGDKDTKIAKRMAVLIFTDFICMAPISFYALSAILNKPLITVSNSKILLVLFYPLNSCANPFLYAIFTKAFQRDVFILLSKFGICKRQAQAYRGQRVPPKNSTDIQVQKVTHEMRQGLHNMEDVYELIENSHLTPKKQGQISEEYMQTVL
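Antagonism was scored as loss of TSH-driven cAMP in TSHR cells, stimulated with 4nM TSH (EC80) for 2 hours at 37 deg C and detected by homogeneous HTRF competition immunoassay.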
CXXC DNA block – qHTS Fluorescence Polarization Assay for Inhibitors of MLL CXXC domain - DNA interaction | Histone-lysine N-methyltransferase 2A (Homo sapiens), Q03164 | MLL-CXXC / FITC-HOXA9 DNA fluorescence polarization | Potency, µM (highest dose often 115 µM), for the others: at the top dose activity change, negative = inhibition, actives largely listed as inhibitors | actives 0.037% (n = 290,000); active = well fitted inhibition curve with a large enough effect in the polarisation, with a control signal flat, not every such curve was filed as active; inconclusive = small, poorly fitted or top-dose-only effect, or effect the other way, or a change in a side signal; inactive = no such curve, though single readings can be large or run the other way; the % refers to the polarisation; note: potency is the fitted concentration of half-maximal effect
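Steps: dispense CXXC domain solution (7 uM) → pin compounds or unlabeled HOX-A9 DNA control → 5 min ambient → add FLSN-HOX-A9 solution (50 nM) → spin → 30 min ambient → fluorescence polarization. Tris pH 7.5/NaCl/DTT/BSA buffer.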
FBPA coupling cs – qHTS Assay for Inhibitors of Fructose-1,6-bisphosphate Aldolase from Giardia Lamblia: Coupling assay counterscreen. coupling enzyme system counterscreen, AmpLite Red fluorescence. actives 0.67% (n = 290,000). activity change, negative = inhibition, % at 58.2 µM, hits read low; in the data active = activity change below about -30%; note: % is set by controls: 0 for no effect and ±100 for the full control effect
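Final compound at 57.5 uM, incubated 10 min at RT with coupling enzyme reagent (glyceraldehyde-3-phosphate), then 20 min with substrate and AmpLite Red detection. Fluorescence read at 525/598 nm; tests interference with the coupling assay, not aldolase inhibition.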
GALK inhibitor – qHTS Assay for Inhibitors of Human Galactokinase (GALK); Potency, µM (highest dose often 57.5 µM), for the others: at the top dose activity change, negative = inhibition, usual class: inhibitors; P51570; actives 0.007% (n = 270,000); Purified GALK, Kinase-Glo residual ATP luminescence; note: potency is the fitted concentration of half-maximal effect; % is set by controls: 0 for no effect and ±100 for the full control effect
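Kinase-Glo Plus luminescence measured ATP left after a 1 h room-temperature reaction. The reaction used 5 nM GALK, 100 uM galactose and 35 uM ATP at pH 8.0 (20 mM HEPES, 5 mM MgCl2, 60 mM NaCl, 1 mM DTT, 0.01% BSA).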
Giardia kill – Small Molecules that selectively kill Giardia lamblia: qHTS | Giardia lamblia trophozoite viability | activity change, % at 7.66 µM, hits read low | actives 0.15% (n = 340,000); in the data active = activity change below about -80%; inconclusive = between about -30% and that limit;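 note: parasites exposed to compound for two days anaerobically before the ATP read; % is set by controls: 0 for no effect and ±100 for the full control effect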
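Each well holds 100 Giardia trophozoites and compound. After two days (48 hrs) at 37 deg C in anaerobic conditions, ATP is quantified by luminescence.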
Chronic BCR inh – qHTS Assay to Find Inhibitors of Chronic Active B-Cell Receptor Signaling. actives 0.05% (n = 340,000). ABC-DLBCL IkBa-CBG/CBR reporter, luminescence ratio, 4 h. Potency, µM (doses to about 46.1 µM), for the others: at the top dose ratio change, negative = lower green/red ratio, hits mostly inhibitors; active = well fitted inhibition curve with a large enough effect in the signal ratio, with a control signal flat, not every such curve was filed as active; inconclusive = small, poorly fitted or top-dose-only effect, or effect the other way, or a change in a side signal; the % refers to the signal ratio;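 note: potency is the fitted concentration of half-maximal effect; plate controls were basal doxycycline-induced cells for no effect and cells given 10 µM MG132 for full effect; MG132 reads +100%, hits lower the ratio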
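TMD8 ABC-DLBCL cells carrying doxycycline-inducible green luciferase fused to IkappaBalpha plus unfused red luciferase were exposed to compounds (up to 46 uM) for 4 hrs at 37C. Activity came from the overlap-corrected green/red luminescence ratio.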
The depositor's hits bear a star; ? = inconclusive; . = not tested or not shown; & = joins results of further samples; [ ] = another dose, or the depositor's remark. Unless noted, calls come from the whole dose curve; as a rule, active = well fitted curve in the direction sought with a large enough effect; inconclusive = small, poorly fitted or top-dose-only effect, or another doubt; inactive = no such curve, though single readings can be large; an effect the other way counts as inactive or inconclusive.

SMILES	A-T KAP1 phos	hERG WT inh	Tb PFK block	TCR act	TSHR antagonist	CXXC DNA block	FBPA coupling cs	GALK inhibitor	Giardia kill	Chronic BCR inh
COC(=O)C1=C(O)/C(=C\c2ccc(CNS(=O)(=O)c3ccc(Cl)cc3)o2)N=C1C	-6.8%	-3.8	-4.4%	-3.6%[46.1 µM]	-4.6	0.3%	-27.2	0.3%	-1.3	8.1%
Cc1cc(C)nc(NC(=O)CSc2nccc(C)n2)n1	0.5%	-29.9	-0.7%	-14.6%	6.7	-13.7%	-0.6	6.4%	-14.0	10.7%
COc1ccc(NC(=O)CSc2nnc(Cn3c(=O)sc4ccccc43)n2C)cc1	1.6%	-2.2	-6.8%	2.1%[46.1 µM]	-3.8	4.7%	-3.7	-0.8%	-7.8	1.5%
CCOC(=O)c1c(NC(=O)C2=COCCO2)sc2c1CCN(C(=O)OC)C2	-1.9%	-13.9	-10.2%	2.2%	-7.4	.	.	.	7.5	3.5%
O=C(c1cc2ccccc2o1)N1CCN(S(=O)(=O)c2cccs2)CC1	1.6%	1.0	-4.2%	0.2%	-3.4	23.0%	2.8	-7.1%	-5.0	7.7%
NCCc1nnc(SCc2ccccc2F)o1	-1.7%	-0.8	1.9%	2.5%	-9.5	-0.5%	-2.2	-1.9%	-2.2	-1.0%
COc1ccccc1OCCSc1nc(C)c(Cc2ccccc2)c(=O)[nH]1	-2.2%	-13.1	-2.1%	-0.6%	-7.2	0.1%	1.2	6.1%	-7.5	?
N#CCc1ccc(OC(=O)c2cnccc2C(F)(F)F)cc1	-9.1%	-1.4	-0.2%	-4.7%	-1.0	2.9%	0.6	2.8%	5.7	0.2%
O=C(Nc1nc2ccsc2c(=O)s1)C1CCC1	-1.5%	-0.6	1.4%	8.9%	-9.9	9.9%	-3.8	.	8.7	6.3%
COc1ccc(-n2cnc3c(sc4nc(N5CCOCC5)c5c(c43)CCCC5)c2=O)cc1	-2.1%	-16.3	-3.4%	-2.5%	4.4	6.9%	1.9	-0.3%	19.8	8.9%
N/C(=N\OC(=O)c1ccco1)c1cccnc1	-6.1%	5.1	-1.2%	-2.2%	0.9	-0.2%	-1.1	2.8%	-22.9	13.6%
CCC1CCCCN1CCCNC(=O)c1c(O)nc2ccccn2c1=O (stereo not drawn)	-6.3%	-0.5	-1.8%	9.8%	-5.0	1.8%	-2.2	-0.7%	0.6	0.1%
CC1CCCC(C)N1C(=O)COC(=O)c1cc(Br)ccc1Cl (stereo not drawn)	5.5%	-0.9	-0.6%	0.7%	0.1	1.0%	0.0	1.5%	-19.6	-8.4%
Cc1ccc(NC(=O)CN2C(=O)c3ccccc3C2=O)nc1	-1.9%	0.2	-0.6%	3.7%	2.4	0.4%	1.2	1.7%	9.3	-2.6%
O=C(Cc1c(F)c(F)c(F)c(F)c1F)OC12CC3CC(C1)C(=O)C(C3)C2	3.9%	2.2	2.9%	16.2%	3.6	5.5%	6.6	2.9%	-12.4	-2.4%
COc1ccc(S(=O)(=O)N2CCC(C(=O)NCCCc3ccccc3)CC2)cc1	1.5%	-2.0	-0.4%	3.4%	-3.4	-0.6%	.	5.5%	-8.7	1.0%
O=C(/C=C/c1ccccc1)NC(=S)Nc1ccc(N2CCOCC2)c(Cl)c1	2.7%	-9.9	-2.3%	1.9%	-5.4	27.1%	5.0	2.9%	-2.5	-1.3%
COc1cccc(C(c2sc3nc(C)nn3c2O)N2CCN(c3ccccc3F)CC2)c1 (stereo not drawn)	-1.0%	6.6	-0.7%	1.2%[46.1 µM]	2.6	1.1%	-0.3	-2.5%	11.6	-22.6%
COc1ccc(C2C(C(=O)c3ccc(C)o3)=C(O)C(=O)N2CC2CCCO2)cc1OC (stereo not drawn)	4.6%	-27.1	0.0%	-20.7%	2.2	22.0%	.	-2.2%	33.8[activator]	0.6%
COc1cc(CNC2CCCC2)cc(OC)c1	-8.4%	2.5	-2.2%	-19.6%	-4.0	11.4%	0.0	1.2%	13.4	11.0%
Cc1noc(/C=C/Nc2ccc(F)cc2F)c1[N+](=O)[O-]	1.6%	-14.1	-0.9%	-0.1%	0.0	2.4%	0.2	2.4%	-5.2	0.4%
CN(CC(=O)Nc1cccc(F)c1)C(=O)CCCc1c[nH]c2ccccc12	-12.0%	-2.9	0.0%	-1.5%	9.4	.	.	.	0.4	0.5%
COc1cc(F)c(S(=O)(=O)N2CCOc3ccccc32)cc1OC	-10.5%	4.7	0.5%	-10.9%	0.8	-7.9%	-12.5	5.5%	31.6[activator]	?
CCCc1cc(=O)[nH]c(SCC(=O)N(C)CC(=O)Nc2ccccc2CC)n1	2.0%	-6.9	-1.4%	.	3.8	7.6%	8.0	1.7%	4.0	-0.2%
COc1cccc([C@@H]2Oc3ccc(OC)cc3C(=O)[C@H]2OC(=O)NCc2ccc3c(c2)OCO3)c1	12.0%	.	-0.4%	.	0.9	1.5%	3.0&-3.5	.	.	-1.3%
COCC(=O)Nc1ccccc1Br	1.3%	1.9	-6.6%	-0.8%[46.1 µM]	6.4	10.1%	1.0	1.9%	-9.5	-0.5%
CC(=O)NC(=S)NNC(=O)CCc1ccccc1	-2.2%	-12.1	-20.6%	-12.7%	16.7	-4.6%	3.5	-2.6%	-0.2	1.2%
C=C(C)c1cccc(C(C)(C)NC(=O)NCC2CCCO2)c1 (stereo not drawn)	7.9%	-19.1	-9.7%	0.5%	10.7	-1.8%	1.8	-0.1%	15.8	?
O=C(Nc1ccc2c(c1)OCCO2)C1CCN(C(=O)c2ccc(F)cc2)CC1	0.6%	0.6	-8.5%	0.5%	-8.3	-10.1%	-1.0	2.0%	42.7[activator]	?
Cc1ccc(NC(=O)CSc2nc3ccccc3c(=O)n2CCCN2CCCCC2)cc1Cl	-3.1%	-15.2	0.2%	5.3%	-2.1	35.5%[activator]	0.8	-0.7%	-4.9	-15.9%
CC(C)(C)Sc1ccc(N)nc1	1.0%	3.1	-3.2%	-6.4%	10.3	-0.7%	-5.9	4.8%	6.1	0.8%
COc1cccc(NC(=O)CN2C(=O)COc3ccc(S(=O)(=O)N4CCCCCC4)cc32)c1	-6.7%	-1.5	0.9%	0.8%	-4.2	-0.5%	4.4	-6.6%	-0.8	0.9%
O=C(CN1C(=O)NC2(CCCC2)C1=O)NCCc1ccc(F)cc1	7.9%	-6.1	6.6%	0.3%	8.9	.	.	.	8.3	1.0%
Cn1c(=O)[nH]c(=O)c2c1nc(Br)n2Cc1ccccc1Cl	1.1%	-1.4	-0.8%	7.2%	-7.8	-0.6%	-2.4	14.2%	3.3	-6.2%
O=C(CNCC1CCCO1)N1CCN(S(=O)(=O)c2ccc3ccccc3c2)CC1 (stereo not drawn)	0.5%	-1.6	-0.6%	-3.6%	5.6	8.9%	-3.2	-2.7%	7.6	9.4%
CCOC(=O)C1=C(c2ccccc2)NC(SCC(N)=O)=C(C#N)C1c1cccnc1 (stereo not drawn)	-3.8%	-1.9	-0.3%	-0.3%	2.3	-3.3%	2.7	-2.0%	7.3	?
O=C(CCCn1c(=O)c2ccccc2n(CC(=O)N2CCN(c3ccccc3)CC2)c1=O)NCc1ccco1	1.6%	-0.9	0.2%	2.6%	3.3	1.3%	2.6	11.9%	-3.2	6.0%
Cc1nn(C)c(C)c1NC(=O)COc1ccccc1C#N	5.9%	-3.9	6.0%	2.6%	.	.	.	.	-10.0	3.1%
CCOC(=O)c1ccccc1Nc1cn(C(C)=O)c2ccccc12	1.3%	1.6	1.4%	-4.8%	-6.1	-2.9%	4.2	-1.7%	-4.0	?
Cc1cccc(C)c1NC(=O)CSc1nnc(Cc2ccccc2)o1	1.4%	5.6	2.0%	4.8%[46.1 µM]	-11.4	2.6%	1.8	-2.9%	24.2	-1.8%

In a second layout: entries from further up.
| smiles | A-T KAP1 phos | hERG WT inh | Tb PFK block | TCR act | TSHR antagonist | CXXC DNA block | FBPA coupling cs | GALK inhibitor | Giardia kill | Chronic BCR inh |
| --- | --- | --- | --- | --- | --- | --- | --- | --- | --- | --- |
| COc1cccc([C@@H]2Oc3ccc(OC)cc3C(=O)[C@H]2OC(=O)NCc2ccc3c(c2)OCO3)c1 | 12.0% | . | -0.4% | . | 0.9 | 1.5% | 3.0&-3.5 | . | . | -1.3% |
| COCC(=O)Nc1ccccc1Br | 1.3% | 1.9 | -6.6% | -0.8%[46.1 µM] | 6.4 | 10.1% | 1.0 | 1.9% | -9.5 | -0.5% |

Source: PubChem BioAssay
